Source: PubChem BioAssay
CCT modulator: High-Throughput Screening for Modulators of Cytosolic Chaperonin Activity. purified chaperonin ATPase assay, HTRF ADP detection, 30 min. activity change, % (no concentration beside the values), hits read low. 360,000 compounds, 0.3% hits. AID 651819, 2012; in the data active = activity change below about -30%; note: % is set by controls: 0 for no effect and ±100 for the full control effect
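TRiC (40 or 20 nM final, by batch activity) in 30 mM Tris pH 7.4, 100 mM KCl, 5 mM MgCl2, 1 mM DTT was treated with compound at 76 uM single dose, then 10 uM ATP, 30 min at 37 °C. ADP was read by HTRF Transcreener.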
Akt phos inh: HTS Assay for Inhibitors of Akt Phophorylation: Primary Screen; 360,000 compounds, 0.32% hits; Neuro2A IGF-stimulated pAkt S473 HTRF, 20 min; hits give low values; activity change, % for hits at 50 µM; in the data active = activity change below about -80%; inconclusive = mostly about -51% to -80%; note: % is set by controls: 0 for no effect and ±100 for the full control effect
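Single-point screen (50 µM final compound) in Neuro2A cells stimulated 20 min with 6 nM IGF at 37 deg C. After lysis, Ser473-phosphorylated Akt read by HTRF (ex 330 nm, em 615/665 nm) as the 665/615 ratio.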
Nrf2 ARE act: qHTS of Nrf2 Activators. Potency, µM (top dose mostly 46.1 µM), inactives show at the highest dose activation, hits mostly activators. AREc32 ARE-luciferase reporter (MCF7-derived line), luminescence, 24 h. 410,000 compounds, 0.31% hits; note: potency is the fitted concentration of half-maximal effect; % of control where 0% means no effect; nearly all actives have a fitted effect of over 65% in size
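Quantitative high-throughput format: AREc32 reporter cells, 1000 per well, received compound by pin transfer and were incubated 24 hr at 37 deg C, 5% CO2, before Steady-Glo luminescence detection.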
A549 tox: Nrf2 qHTS screen for inhibitors: counterscreen for cytotoxicity; A549 ARE-Fluc cells, CellTiter-Fluor viability, 18-24 h; Potency, µM (top dose mostly 46 µM), inactives show at the highest dose activity change, negative = cytotoxicity, usual class: inhibitors; 390,000 compounds, 0.16% hits; AID 504648, 2011; note: potency is the fitted concentration of half-maximal effect; % is set by controls: 0 for no effect and ±100 for the full control effect
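Cytotoxicity counterscreen: CellTiter-Fluor fluorescence was measured in A549 ARE_Fluc cells after 18-24 h of compound exposure in a concentration series. The subsequent BugLite luminescent read reports ARE-luciferase activity.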
TGFb inhibitor: qHTS for Inhibitors of TGF-b; AID 588855, 2011; 410,000 compounds, 1.2% hits; HepG2 CAGA-GFP TGF-b/SMAD3 reporter, GFP fluorescence, 18 h; TGF-beta stimulated, 500 pg/mL final; Potency, µM (highest dose often 46.1 µM), for the others: at the highest dose activity, negative = inhibition, most hits filed as inhibitors; note: potency is the fitted concentration of half-maximal effect; % is set by controls: 0 for no effect and ±100 for the full control effect; nearly all actives have a fitted effect of over 65% in size
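HEPG2 CAGA-GFP, 1000 cells/well; 2 h settle, 37 C; cpd via pin tool; TGF-b 500 pg/mL final; 18 h, 37 C; GFP imaging ex488/em500-530; %Activity normalised to -TGF-b and +DMSO controls; CRC fit, curve class.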
S2 tox: Viability Counterscreen for Primary qHTS for Inhibitors of ATXN expression; S2 cells (HEK-293 line with an ATXN2-luciferase reporter) viability, CellTiter-Fluor protease fluorescence, 24 h; Potency, µM (top dose mostly 56.7 µM), usual class: cytotoxic; 400,000 compounds, 0.49% hits; AID 651635, 2014; note: potency is the fitted concentration of half-maximal effect; nearly all actives have a fitted effect of over 40% in size
HepG2 viability: qHTS for Inhibitors of TGF-b: Cytotox Counterscreen; HepG2 CAGA-GFP viability, ATP luminescence, 18 h; AID 588856, 2011; 410,000 compounds, 0.76% hits; Potency, µM (titrated, usually from 46.1 µM), for inactives: at the highest dose activity change, negative = cytotoxicity, usual class: cytotoxic; note: potency is the fitted concentration of half-maximal effect; some results filed as inactive show a strong effect at the top dose
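HepG2 CAGA-GFP cells (1000/well, DMEM with 1% FBS) received compound, then TGF-beta at 500 pg/mL final, and were incubated 18 hours at 37 degrees C. Viability was read by CellTiter-Glo luminescence. Media-only wells were set as complete cell-killing and DMSO as no toxicity.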
Nrf2 block: Nrf2 qHTS screen for inhibitors; AID 504444, 2011; A549 ARE-Fluc reporter, luciferase luminescence, 18-24 h; 360,000 compounds, 2.1% hits; Potency, µM (doses to about 46 µM), inactives show at the highest dose activity change, negative = inhibition, hits mostly inhibitors; note: potency is the fitted concentration of half-maximal effect; % is set by controls: 0 for no effect and ±100 for the full control effect; nearly all actives have a fitted effect of over 60% in size
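A549 ARE_Fluc cells, 5000/well, 5% FBS OPTI-MEM; compounds in dose-response, 18-24 h at 37 °C/5% CO2; CellTiter-Fluor viability read (Ex 405/Em 525), then BugLite luciferase luminescence = Nrf2 activity.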
Mm-Cpn inhibitor: Inhibitors of TCP-1 ring complex (TRiC) of Methanococcus maripaludis (MmCpn): qHTS | Chaperonin Mm-Cpn (Methanococcus maripaludis) | AID 504842, 2011 | Potency, µM (highest dose often 76.9 µM), for the others: top-dose activity, negative = inhibition, most hits filed as inhibitors | purified Mm-Cpn ATPase, ADP Transcreener TR-FRET | 330,000 compounds, 0.031% hits; note: potency is the fitted concentration of half-maximal effect; % is set by controls: 0 for no effect and ±100 for the full control effect; nearly all actives have a fitted effect of over 80% in size
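Quantitative HTS used 25 nM Mm-CPN and 10 uM ATP in magnesium/KCl Tris buffer, pH 7.4, with 1 mM DTT. Hydrolysis ran 30 min at 37°C; ADP was read by HTRF.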
Starred values were filed as active, the others as inactive; i = inactive; ? = inconclusive; . = no result given; & = joins results of further samples; [ ] = another dose, or the depositor's remark. Unless noted, calls come from the whole dose curve; as a rule, active = well fitted curve in the direction sought with a large enough effect; inconclusive = small, poorly fitted or top-dose-only effect, or another doubt; inactive = no such curve, though single readings can be large; an effect the other way counts as inactive or inconclusive.

SMILES	CCT modulator	Akt phos inh	Nrf2 ARE act	A549 tox	TGFb inhibitor	S2 tox	HepG2 viability	Nrf2 block	Mm-Cpn inhibitor
Cc1cccc(NC(=O)C2CCCN(c3nnc(-n4c(C)ccc4C)s3)C2)c1C (stereo unspecified)	.	.	22%	-4%	.	.	-22%	-8%	.
CCN(CC)C(=O)Oc1cc(=O)n2c3c(cccc13)CCC2	-1.1	i	2.3%	-4%	-3%	i	-4%	-20%	1%
CCCCCC1C(=O)C[C@@H]2CCN3C(=O)CCC[C@H]1[C@H]23 (stereo partly specified)	1.2	i	3.9%	-1%	9%	i	-19%	-8%	?
CCOC(=O)c1cc2occc2n1CC(=O)N1CCOCC1	-1.1	.	-0.8%	-3%	0%	i	-49%	10%	0%
COc1ccc(S(=O)(=O)N2CCCOC2CNC(=O)C(=O)NCc2cccnc2)cc1 (stereo unspecified)	-1.0	i	-0.4%	-9%	0%	i	2%	2%	2%
CCN(CC)C(=O)COc1ccc(CC(=O)O)cc1OC	-1.1	i	0.3%	-2%	10%	i	-3%	9%	0%
Cc1ccc(/C(N)=N/OC(=O)CSc2ccccc2)cc1	-0.1	i	0.7%	4%	-13%	i	10%	?	-3%
CC1(C)CC(=O)C2=C(C1)N=C1c3ccccc3C(=O)C1C2c1ccc(Cl)cc1 (stereo unspecified)	-2.8	i	0.4%	26µM*	?	?	-10%	26µM*	-2%
Cc1ccc(CN2CC(C(=O)Nc3nc(C)cs3)CC2=O)cc1 (stereo unspecified)	-0.2	i	0.4%	.	2%	i	3%	.	.
COc1cc(C(=O)Nc2cccc(S(=O)(=O)N3CCCC3)c2)cc(OC)c1C	-0.5	i	10%	0%	-19%	?	-2%	-13%	-1%
CCOc1cccc(C2C(C(=O)c3ccc(C)o3)=C(O)C(=O)N2Cc2ccncc2)c1 (stereo unspecified)	-0.8	i	-0.1%	-18%	4%	i	-3%	-7%	-2%
CCc1ccc(NC(=O)CSc2nc(=O)n(CCCN(C)C)c3c2CCC3)cc1	-0.2	i	0.4%	-6%	1%	?	-39%	-1%	0%
COCC(C)NC(=O)C(C)N1c2cccc3cccc(c23)S1(=O)=O (stereo unspecified)	0.8	i	0.2%	12%	-6%	i	-4%	6%	0%
CCc1ccc(CNC(=O)C2CCC(=O)N2C2CCCCC2)cc1 (stereo unspecified)	0.3	i	0.1%	15%	-5%	i	-16%	0%	-3%
CN1CCCN(S(=O)(=O)c2ccc3c(c2)OCCO3)CC1	-1.4	i	0.3%	?	-7%&-22%	i	-44%&6%	-4%&1%	2%
COc1ccccc1Oc1coc2cc(OC(=O)N3CCOCC3)ccc2c1=O	-1.9	i	-0.9%	-8%	46%[activator]	?	-5%	-11%	0%
C=CCOC(=O)C1=C[C@@H](c2csc3ccccc23)C[C@@H](OCc2ccc(CO)cc2)O1	-1.1	i	3.3%	-14%	?	?	-89%	?	.
CC(=O)Nc1ccc(S[C@@H](CCN2CC[C@H](O)CCC2=O)c2ccccc2)cc1	1.2	i	3.2%	4%	-4%&21%	i	-7%&-2%	-12%	1%
O=C(NC1(C(F)(F)F)N=C2SCCN2C1=O)c1ccccc1 (stereo unspecified)	-1.0	.	-0.5%	-21%	-2%	.	-9%	1%	-1%
COc1ccc(/C=N/NC(=O)Cc2csc(Nc3cccc(C(F)(F)F)c3)n2)cc1C	-0.9	i	3.1%	-25%	?	?	-106%	?	0%
Cc1cccc(C)c1OCC(O)CN(Cc1ccccc1O)C1CCCCC1 (stereo unspecified)	-1.6	i	3.4%	-11%	?	i	-33%	-18%	0%
Cc1ccc2nc3c(c(Nc4ccc(C)c(C)c4)c2c1)CCC3	.	.	0.9%	?	?	18µM*	-28%	?	.
CCOCCc1c(O)nc(SCC)[nH]c1=O	-1.5	i	-0.7%	0%	7%	i	2%	-7%	-2%
CC(C)CCOc1ccc(C(CC(N)=O)C(=O)O)cc1 (stereo unspecified)	-0.9	i	-0.3%	-5%	-2%	i	3%	-4%	1%
C/C(=N/NC(=O)CNC(=O)C1COc2ccccc2O1)c1ccc([N+](=O)[O-])cc1 (stereo unspecified)	-0.6	i	3.6%	4%	3%	i	-9%	-23%	-2%
CCOc1ccc(CNC(=O)C2CCN(c3nn4c(=O)cc(C)nc4s3)CC2)cc1	-2.9	i	-0.7%&0.2%	2%&13%	-6%&-19%	i	0%&-9%	?	0%
CCc1cccc2c(C(=O)COC(=O)[C@@H]3CC(O)CN3S(=O)(=O)c3ccccc3[N+](=O)[O-])c[nH]c12 (stereo partly specified)	0.8	i	13%	1%	-1%	i	-2%	-4%	0%
CN(C)S(=O)(=O)c1ccc2c(c1)N(CC(=O)NCc1cccc(Br)c1)C(=O)CS2	.	.	-0.5%	18%	?	i	-29%	18%	.
CC(C)C(CCNC(=O)CC(Cc1ccccc1)c1ccco1)c1ccco1 (stereo unspecified)	-0.8	i	7.3%	-13%	?	i	-20%	-14%	-3%
COc1ccc(NC(=O)CNC(=O)N2CC(=O)Nc3ccccc32)cc1OC	1.2	.	0.4%	1%	-4%	i	-4%	1%	0%

Continued; the last 3 above are carried over.
SMILES	CCT modulator	Akt phos inh	Nrf2 ARE act	A549 tox	TGFb inhibitor	S2 tox	HepG2 viability	Nrf2 block	Mm-Cpn inhibitor
CN(C)S(=O)(=O)c1ccc2c(c1)N(CC(=O)NCc1cccc(Br)c1)C(=O)CS2	.	.	-0.5%	18%	?	i	-29%	18%	.
CC(C)C(CCNC(=O)CC(Cc1ccccc1)c1ccco1)c1ccco1 (stereo unspecified)	-0.8	i	7.3%	-13%	?	i	-20%	-14%	-3%
COc1ccc(NC(=O)CNC(=O)N2CC(=O)Nc3ccccc32)cc1OC	1.2	.	0.4%	1%	-4%	i	-4%	1%	0%
O=C(CCN1CCN(c2ccccc2)CC1)NNC(=S)Nc1ccccc1Cl	-0.9	i	0.1%	1%	-1%	i	6%	4%	1%
CCCCN1C[C@H](c2ccc(Br)cc2)[C@@H](CC(=O)Nc2ccc(Br)cc2)C1=O	0.2	i	-1.1%	.	20%	i	11%	.	.
COc1ccc(Cc2nnc(NC(=O)Nc3ccccc3F)s2)cc1	0.1	i	-0.9%	1%	-6%	?	-41%	-15%	1%
COc1cccc(NC(=O)N2CCCC2C(=O)NC2CCCC2)c1 (stereo unspecified)	-2.1	i	-0.1%	1%	21%	i	-15%	3%	0%
COc1ccc(C=NCC2OCCc3ccccc32)cc1OC (stereo unspecified)	-2.2	i	0.5%	0%	-1%	i	5%	10%	1%
CC1(NC(=S)N(CCO)CCO)CCS(=O)(=O)C1 (stereo unspecified)	-0.1	i	-0.4%	0%	3%	i	-2%	0%	2%
CC(=O)N1C(=O)N(C(C)=O)C2C1N(C)C(=O)N2C(C)=O (stereo unspecified)	-0.9	i	0.8%	4%	-2%	i	13%	4%	-4%
CN=C1S/C(=C\c2ccc(O)c(OC)c2)C(=O)N1C	-1.9	i	13%	-3%	-14%	i	-28%	9%	.
CCOC(=O)c1[nH]c2ccccc2c1NC(=O)c1ccccc1OC	.	.	0.3%	2%	2%	?	-29%	6%[9.27 µM]	.
CCc1nn(CC(=O)N2CCN(c3cc(C)ccc3C)CC2)c(=O)c2cc3occc3n12	-0.5	i	-0.3%&-0.6%	0%&1%	?	i	-1%&0%	7%&0%	0%
CCOc1ccc2[nH]c3c(NCCc4ccc(OC)c(OC)c4)ncnc3c2c1	0.7	i	-0.5%	0%	-12%	?	-60%	-19%	-1%
Cc1ccc(Cl)cc1N(CC(=O)NCc1ccc2c(c1)OCO2)S(C)(=O)=O	-2.5	i	-0.7%	0%	6%	i	3%	5%	-1%
COc1ccccc1NC(=O)c1sc2nc3c(cc2c1N)CCCCCC3	.	.	5.5%	2%	50%[activator]	i	23%	2%	.
COc1cccc(Oc2cnc(N)nc2-c2ccc(OC)cc2O)c1	0.1	i	2.0%	-8%	-7%	i	1%	?	-4%
O=C(/C=C/c1ccc(F)cc1)NCC1(c2ccccc2)CCOCC1	1.3	i	3.3%	8%	-19%	i	-4%	-5%	2%
COCCN(CC(=O)NC1CCCCC1)C(=O)/C=C/C(=O)c1ccc(OC)cc1O	-0.1	i	-3.5%	?	?	.	13µM*	?	0%
CC#CC[N+](C)(CC#CC)CC(=O)c1ccccc1	-3.5	i	0.1%	17%	-4%	i	1%	?	-1%
COc1cc(CNCc2ccccn2)ccc1OCC(=O)NC1CCCCC1	2.0	i	-0.5%	-11%	21%	i	-2%	10%	1%
Cc1nn(CC(=O)NCCCc2ccccc2)c(C)c1[N+](=O)[O-]	4.5	i	0.2%	4%	14%	i	4%	-8%	3%
Cc1ccc(Cc2cn3cc(-c4ccc(F)cc4)nc3s2)cc1	.	.	-0.6%	-2%	-3%	i	-32%	?	.
CCCCn1c(SCc2ccc(Cl)cc2)nc2c1c(=O)[nH]c(=O)n2C	1.1	i	4.6%	7%	20%	i	-16%	.	-1%
Cc1ccc(C(=O)NNCC(=O)Nc2ccc(Cl)cc2F)cc1	-2.7	i	0.5%	10%	-12%	i	1%	-11%	-1%
Cn1cnc2c(=O)sc3ccccc3c21	-1.5	i	0.4%	-9%	-3%	i	-42%	?	.
Cc1nc(SCc2ccccc2Cl)c(C#N)c(C)c1C	.	.	-0.7%	15%	?	i	4%	-3%	.
